Screening data: PubChem BioAssay, Broad Institute
S100A4 MyoIIA = inhibitors of S100A4-myosin IIA peptide binding, primary screen, biochemical, fluorescence polarization, TAMRA-MyoIIA peptide. Protein S100-A4 (Homo sapiens), P26447. inhibition, % at 10.7 µM. actives 0.14% (n = 360,000);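 active = mean inhibition of at least 70% across replicates, with every replicate also reaching that level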
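Material: S100A4 monomer protein | Medium: HEPES pH 7.2 with CaCl2, KCl, NaCl, DTT, Triton | Reagent: Labelled myosin peptide probe, 5 nM | Doses: One dose per compound | Times: 5 min incubation before reading | Benchmarks: Neutral control DMSO, positive control TFP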
XiGFP reactiv = activators of inactive X chromosome reactivation, primary screen, imaging, XiGFP fibroblasts, GFP high-content imaging, set 2; XiGFP mouse fibroblasts, % GFP-positive cells imaging, 3 d; cells co-treated with 5-aza-dC sensitizer; scaled so ellipticine positive control = 100%; activation, % at 7.58 µM; actives 0.055% (n = 360,000); AID 743238, 2013;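 active = mean normalized replicate activation at least 10% and every replicate at or above 10%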;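 note: 0% = median of on-plate neutral control wells and 100% = ellipticine 6 µM median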
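System: SV40-immortalized XiGFP fibroblast cells, line 68-5-11 / Incubation: 3-day compound exposure, then 15 min fixation at room temperature / Compound: single concentration per compound, delivered by pin transfer / Buffer or medium: DMEM plus 5-aza-dC sensitizer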
esBAF inh = Bmi1 luciferase reporter increase in mESCs, primary screen, esBAF inhibitor project, mouse ES cells, Bmi1 luciferase knock-in, single point; 24 h; 100% = twice the neutral-well signal; reporter increase, % at 12.5 µM; actives 2% (n = 350,000); in the data active = activation above about 40%;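 note: 0% = median of the plate's neutral control wells and 100% = double that signal; a rise in the Bmi1 reporter signal indicates esBAF inhibition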
RAD52 inh = RAD52 DNA annealing inhibitors, primary screen, biochemical, FRET, single point, set 2; DNA repair protein RAD52 homolog (Homo sapiens), P43351; recombinant RAD52 DNA annealing, FRET fluorescence; inhibition, % at 18.7 µM; actives 0.46% (n = 360,000);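 active = every replicate showing at least 50% inhibition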
Target sequence (P43351 whole entry, looked up): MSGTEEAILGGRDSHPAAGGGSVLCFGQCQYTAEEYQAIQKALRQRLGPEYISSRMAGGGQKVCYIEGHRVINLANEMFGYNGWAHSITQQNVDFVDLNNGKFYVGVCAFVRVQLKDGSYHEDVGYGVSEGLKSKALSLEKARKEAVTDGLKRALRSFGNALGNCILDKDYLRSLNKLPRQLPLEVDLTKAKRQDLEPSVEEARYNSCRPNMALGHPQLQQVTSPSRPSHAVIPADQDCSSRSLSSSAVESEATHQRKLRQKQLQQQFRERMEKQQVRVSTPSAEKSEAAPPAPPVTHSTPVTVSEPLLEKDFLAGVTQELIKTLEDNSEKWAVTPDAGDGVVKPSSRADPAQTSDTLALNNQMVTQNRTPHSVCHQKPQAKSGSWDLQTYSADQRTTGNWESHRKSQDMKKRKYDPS
E-selectin induc = E-selectin induction in HUVECs, primary screen, imaging, HUVEC, immunofluorescence imaging, single point; P16581; normalized: neutral wells 0, TNF-alpha wells 100; activation, % at 7.58 µM; actives 0.37% (n = 260,000);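 active = mean E-selectin-positive cell signal at least 10% of the positive control, reached in at least 60% of replicates, without over 20% cell loss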;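 note: in these data hits start at about 27%; measured in HUVEC primary endothelial cells; signal is the percent of cells scored E-selectin positive by PE staining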
Target sequence (P16581 whole entry, looked up): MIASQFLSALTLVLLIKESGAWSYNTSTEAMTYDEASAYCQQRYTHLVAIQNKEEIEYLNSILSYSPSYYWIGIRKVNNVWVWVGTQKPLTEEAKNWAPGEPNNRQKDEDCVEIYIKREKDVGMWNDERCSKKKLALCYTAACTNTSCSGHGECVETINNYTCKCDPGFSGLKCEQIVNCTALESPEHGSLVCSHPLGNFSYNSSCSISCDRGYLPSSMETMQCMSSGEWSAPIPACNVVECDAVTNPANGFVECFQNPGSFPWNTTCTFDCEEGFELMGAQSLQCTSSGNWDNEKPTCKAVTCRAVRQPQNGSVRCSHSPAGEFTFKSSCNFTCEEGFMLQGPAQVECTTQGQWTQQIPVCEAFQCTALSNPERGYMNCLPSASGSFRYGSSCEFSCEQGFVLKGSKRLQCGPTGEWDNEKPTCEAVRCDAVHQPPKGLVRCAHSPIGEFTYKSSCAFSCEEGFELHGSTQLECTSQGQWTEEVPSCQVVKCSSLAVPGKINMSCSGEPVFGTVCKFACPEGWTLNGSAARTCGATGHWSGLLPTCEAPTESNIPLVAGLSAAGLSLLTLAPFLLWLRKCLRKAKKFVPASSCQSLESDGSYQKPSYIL
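Read-out basis: % PE-positive cells; Test system: HUVEC primary endothelial cells; Technique: immunofluorescence imaging; Dosing: single-point compound dose.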
FN deposit inh = inhibitors of fibronectin matrix deposition, primary screen, AH1F cells, Alexa488-fibronectin fluorescence, plate reader; AH1F fibroblasts, overnight; actives 0.086% (n = 350,000); inhibition, % at 12.6 µM;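 active = mean inhibition across replicates of 30% or more, regardless of how many single replicates reach that level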;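 note: positive control wells lacked labelled fibronectin entirely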
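Assay system: AH1F fibroblasts assembling fluorescent fibronectin matrix; Amount: 10000 AH1F cells per well; Buffer or medium: DMEM, 2% serum; Probe or stimulus: Alexa488-fibronectin, 24 nM final in well; Doses: single compound dose, delivered by pin transfer; Incubation: 1 h adhesion, overnight exposure; Measured by: fluorescence 485/525 nm; Read-out: fibronectin deposition inhibition.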
RAD54 inh = inhibitors of human RAD54 branch migration, primary screen, biochemical, fluorescence, single point; inhibition, % at 10.4 µM; RAD54 Holliday junction branch migration, FAM/BHQ fluorescence; actives 0.14% (n = 360,000);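 active = mean normalized replicate activity at least 40 and at least half of replicates scoring 40 or more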;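 note: 0% = median of neutral control wells and 100% = median of positive control wells; inhibitors cause a drop in the FAM fluorescence signal; in these data hits start at about 50%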
EWS-Fli block = EWS/Fli-driven NR0B1 reporter inhibitors, primary screen, A673 cells, NR0B1 luciferase, luminescence, MLPCN library; viability-normalised; inhibition, % at 12.6 µM; actives 0.67% (n = 350,000); AID 651661, 2012;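 active = mean inhibition of at least 50% after viability correction, with every replicate also passing that limit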;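 note: firefly luciferase signal divided by Alamar Blue viability fluorescence both relative to DMSO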
Starred values were filed as active, the others as inactive.

Results for Cc1ncc(CN2CCCCC2C(=O)Nc2ccc(Oc3ccccc3)nc2)cn1 (stereo not given) ?
S100A4 MyoIIA: -2; XiGFP reactiv: 0.1; esBAF inh: 2; RAD52 inh: -2; FN deposit inh: -1; RAD54 inh: 6; EWS-Fli block: -6

How did COc1ccccc1C#Cc1ccc2c(c1)O[C@@H](CN(C)Cc1cccnc1)[C@H](C)CN([C@H](C)CO)S2(=O)=O do in these assays?
S100A4 MyoIIA: 9; esBAF inh: 13; RAD52 inh: -3; RAD54 inh: 3; EWS-Fli block: 20

What do the screens show for `COc1ccccc1NC(=O)N1CCCCN2[C@@H](CO)[C@@H](c3ccc(-c4cccc(C)c4)cc3)[C@@H]2C1`?
S100A4 MyoIIA: 2; XiGFP reactiv: 0.2; RAD52 inh: -2; E-selectin induc: 0.4; RAD54 inh: 0; EWS-Fli block: 57*

What do the screens show for `COc1ccc(S(=O)(=O)Nc2cccc3c2O[C@@H](CN(C)S(=O)(=O)c2ccc(Cl)cc2)[C@@H](C)CN([C@H](C)CO)C3=O)cc1`?
S100A4 MyoIIA: -2; XiGFP reactiv: 0.2; esBAF inh: 7; RAD52 inh: -30; E-selectin induc: -0.6; RAD54 inh: -2; EWS-Fli block: -13

How did O=S(=O)(Nc1ccccc1-c1ccccc1)c1ccccc1 do in these assays?
S100A4 MyoIIA: 0; XiGFP reactiv: -0.1; esBAF inh: -7; RAD52 inh: -10; E-selectin induc: 0.5; RAD54 inh: 19; EWS-Fli block: -17

What do the screens show for `CO[C@@H](CN(C)S(=O)(=O)c1ccc(C)cc1)[C@H](C)CN(C(=O)Nc1ccccc1F)[C@H](C)CO`?
S100A4 MyoIIA: -9; XiGFP reactiv: 0.0; esBAF inh: 21; RAD52 inh: -14; E-selectin induc: 0.0; FN deposit inh: -1; RAD54 inh: -3; EWS-Fli block: -18

Results for Cc1ccc(C)c(NC(=O)CN(C)C(=O)c2ccc(S(=O)(=O)N3CCCCCC3)cc2)c1 ?
S100A4 MyoIIA: 3; XiGFP reactiv: -0.1; esBAF inh: -5; RAD52 inh: -4; FN deposit inh: 3; RAD54 inh: -1; EWS-Fli block: 5

What do the screens show for `Cc1ccc(Cl)c2sc(N3CCN(C(=O)c4ccco4)CC3)nc12`?
S100A4 MyoIIA: 0; XiGFP reactiv: -0.2; RAD52 inh: -7; E-selectin induc: -0.5; FN deposit inh: 0; RAD54 inh: 1; EWS-Fli block: 5

Results for O=C(COc1cc(Cl)c(Cl)cc1Cl)Nc1ccc([N+](=O)[O-])cc1Cl ?
S100A4 MyoIIA: -46; XiGFP reactiv: 0.0; esBAF inh: 10; RAD52 inh: -9; FN deposit inh: 1; RAD54 inh: -7; EWS-Fli block: 0

What do the screens show for `COc1ccccc1NC(=O)N[C@H]1CC[C@H](CCNS(=O)(=O)c2ccc(F)cc2)O[C@H]1CO`?
S100A4 MyoIIA: 5; XiGFP reactiv: -0.5; esBAF inh: 3; RAD52 inh: 2; E-selectin induc: 0.0; RAD54 inh: 3; EWS-Fli block: 3

How did O=S(=O)(Nc1nc2ccccc2nc1Nc1ccc(N2CCOCC2)cc1)c1cc(Cl)ccc1Cl do in these assays?
S100A4 MyoIIA: 2; XiGFP reactiv: 1.9; RAD52 inh: -305; RAD54 inh: -1; EWS-Fli block: -18

What do the screens show for `CN1CCN(S(=O)(=O)c2ccc([N+](=O)[O-])cc2)CC1`?
S100A4 MyoIIA: -3; XiGFP reactiv: 0.0; esBAF inh: -8; RAD52 inh: -8; E-selectin induc: 0.0; FN deposit inh: -1; RAD54 inh: 0; EWS-Fli block: -8

A stretch from the list above:
How did O=S(=O)(Nc1ccccc1-c1ccccc1)c1ccccc1 do in these assays?
S100A4 MyoIIA: 0; XiGFP reactiv: -0.1; esBAF inh: -7; RAD52 inh: -10; E-selectin induc: 0.5; RAD54 inh: 19; EWS-Fli block: -17

What do the screens show for `CO[C@@H](CN(C)S(=O)(=O)c1ccc(C)cc1)[C@H](C)CN(C(=O)Nc1ccccc1F)[C@H](C)CO`?
S100A4 MyoIIA: -9; XiGFP reactiv: 0.0; esBAF inh: 21; RAD52 inh: -14; E-selectin induc: 0.0; FN deposit inh: -1; RAD54 inh: -3; EWS-Fli block: -18

Results for Cc1ccc(C)c(NC(=O)CN(C)C(=O)c2ccc(S(=O)(=O)N3CCCCCC3)cc2)c1 ?
S100A4 MyoIIA: 3; XiGFP reactiv: -0.1; esBAF inh: -5; RAD52 inh: -4; FN deposit inh: 3; RAD54 inh: -1; EWS-Fli block: 5

The listing continues.
What do the screens show for `COc1ccc(CNCCC(c2ccc(OC(C)C)cc2)c2ccccc2OC)cc1` (stereo not given)?
S100A4 MyoIIA: -9; XiGFP reactiv: 0.4; RAD52 inh: -46; E-selectin induc: -0.1; FN deposit inh: 4; EWS-Fli block: 48

How did C[C@@H]1CN([C@H](C)CO)C(=O)c2cc(NC(=O)NC3CCCCC3)ccc2O[C@H]1CN(C)Cc1ccc(Oc2ccccc2)cc1 do in these assays?
S100A4 MyoIIA: 4; XiGFP reactiv: -0.5; esBAF inh: -3; RAD52 inh: -3; E-selectin induc: 1.3; RAD54 inh: -4; EWS-Fli block: 2

How did CCCNC(=O)[C@H]1[C@H](CO)[C@H]2Cn3c(ccc(/C=C/c4ccccc4)c3=O)[C@@H]1N2C(=O)C1CCC1 do in these assays?
S100A4 MyoIIA: -8; XiGFP reactiv: 0.4; esBAF inh: -2; RAD52 inh: -15; E-selectin induc: 0.2; RAD54 inh: -15; EWS-Fli block: -4

Results for CN(C)CCCN(C(=O)c1ccc2c(c1)CCCC2)c1nc2c(F)cccc2s1 ?
S100A4 MyoIIA: 1; XiGFP reactiv: 0.1; RAD52 inh: 75*; E-selectin induc: -0.9; FN deposit inh: 6; RAD54 inh: 9; EWS-Fli block: -41

Results for O=C(O)c1nc(NCc2ccccc2)ncc1Cl ?
S100A4 MyoIIA: 3; XiGFP reactiv: 0.1; esBAF inh: -4; RAD52 inh: -15; E-selectin induc: -0.2; FN deposit inh: 3; RAD54 inh: -5; EWS-Fli block: 12

What do the screens show for `COc1ccccc1C(=O)NC(=O)COC(=O)c1ccc(Br)o1`?
S100A4 MyoIIA: -1; XiGFP reactiv: -0.1; RAD52 inh: -1; EWS-Fli block: -7

How did C[C@@H]1CN([C@@H](C)CO)C(=O)c2cc(NC(=O)CCC(F)(F)F)ccc2O[C@@H]1CN(C)C(=O)NC1CCCCC1 do in these assays?
S100A4 MyoIIA: 4; XiGFP reactiv: -0.4; esBAF inh: 1; RAD52 inh: 2; E-selectin induc: 1.8; RAD54 inh: -7; EWS-Fli block: -5

How did COc1ccc(CN2CCNC(=O)C2CC(=O)N(C)C2CCCCC2)cc1OC (stereo not given) do in these assays?
S100A4 MyoIIA: -13; XiGFP reactiv: -0.1; esBAF inh: -1; RAD52 inh: -21; E-selectin induc: -0.1; FN deposit inh: 3; RAD54 inh: -3; EWS-Fli block: -9

Results for O=C(O)C[C@H]1CC[C@@H]2[C@H](COC[C@H](O)CN2S(=O)(=O)c2ccc(Oc3ccccc3)cc2)O1 ?
XiGFP reactiv: 0.3; esBAF inh: 1; E-selectin induc: -0.1; FN deposit inh: 4; RAD54 inh: 3; EWS-Fli block: -4

Results for O=c1c(Cc2ccc(Cl)cc2Cl)c(O)ccn1CC(F)(F)F ?
S100A4 MyoIIA: -6; XiGFP reactiv: 0.1; esBAF inh: 0; RAD52 inh: -6; FN deposit inh: 0; RAD54 inh: -1; EWS-Fli block: 3

Results for COc1ccc(N/C(N)=N/c2nc(C)cc(=O)[nH]2)cc1 ?
S100A4 MyoIIA: 0; XiGFP reactiv: 0.0; esBAF inh: -6; RAD52 inh: -16; FN deposit inh: 3; RAD54 inh: 0; EWS-Fli block: -2

What do the screens show for `Cc1ccc(S(=O)(=O)Nc2cccc3c2O[C@@H](CN(C)Cc2ccc(-c4ccccc4)cc2)[C@H](C)CN([C@@H](C)CO)C3=O)cc1`?
S100A4 MyoIIA: 3; XiGFP reactiv: 0.0; esBAF inh: -1; RAD52 inh: -8; E-selectin induc: -0.1; RAD54 inh: -6; EWS-Fli block: -1

What do the screens show for `CC(C)C[C@@H](CO)N1CCN(Cc2cccnc2)CCC1=O`?
S100A4 MyoIIA: 16; XiGFP reactiv: 0.0; esBAF inh: 5; RAD52 inh: -9; E-selectin induc: 0.0; FN deposit inh: -2; RAD54 inh: -7; EWS-Fli block: -1

How did Cc1ccccc1CCNC(=O)CCn1ccc2cc(S(=O)(=O)N3CCCC3)ccc21 do in these assays?
S100A4 MyoIIA: -2; XiGFP reactiv: 0.0; esBAF inh: 6; RAD52 inh: -20; FN deposit inh: -12; RAD54 inh: 14

How did C[C@H](CO)N1C[C@H](C)[C@H](CN(C)Cc2ccc(-c3ccccc3)cc2)Oc2ccc(NC(=O)CCCCCC(=O)Nc3ccccc3N)cc2CC1=O do in these assays?
S100A4 MyoIIA: 0; XiGFP reactiv: 0.0; esBAF inh: -3; RAD52 inh: -26; RAD54 inh: -5; EWS-Fli block: 27

What do the screens show for `Cc1ccc(OCCNC(=O)c2ccc(C)o2)cc1`?
S100A4 MyoIIA: 0; XiGFP reactiv: 0.0; esBAF inh: 2; RAD52 inh: -7; FN deposit inh: -1; RAD54 inh: 4; EWS-Fli block: -11

Results for O=C(NC1CCN(S(=O)(=O)c2ccccc2C(F)(F)F)CC1)c1ccco1 ?
S100A4 MyoIIA: -2; XiGFP reactiv: -0.1; esBAF inh: 2; RAD52 inh: -11; FN deposit inh: -6; RAD54 inh: 6; EWS-Fli block: 5

How did CNC[C@H]1Oc2ccc(NC(=O)NC3CCCCC3)cc2CC(=O)N([C@@H](C)CO)C[C@H]1C do in these assays?
S100A4 MyoIIA: -9; XiGFP reactiv: 0.2; esBAF inh: 0; RAD52 inh: 5; E-selectin induc: -0.1; FN deposit inh: 2; RAD54 inh: 0; EWS-Fli block: 7

Results for Cc1oc2c(C)c3oc(=O)c(CCC(=O)NCCCCCC(=O)O)c(C)c3cc2c1C ?
S100A4 MyoIIA: 2; XiGFP reactiv: 0.1; RAD52 inh: 11; E-selectin induc: -0.1; FN deposit inh: 3; EWS-Fli block: 3
